Source: PubChem (National Center for Advancing Translational Sciences (NCATS))
PTHR1 ag: qHTS for PTHR1 Agonists: Primary Screen; Parathyroid hormone/parathyroid hormone-related peptide receptor (Homo sapiens), Q03431; HEK293 GP2 PTHR1 cells, GloSensor cAMP luminescence, 1 h; Potency, µM (titrated, usually from 115 µM), without a hit: at the highest dose activation, actives largely listed as activators; 410,000 tested, 0.075% active; AID 743266, 2014; further: potency means the concentration at half of the fitted maximal effect; nearly all actives have a fitted effect of over 55% in size; some results filed as inactive show a strong effect at the top dose; inactives centre near -15; many of its hits are not listed in these tables
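HEK-293-derived GP2 cells expressing PTHR1 and a GloSensor cAMP reporter, 3,000/well, plated overnight, given luciferin plus IBMX (each 0.5 mM as added) for 1 h at 37 °C, then compound for 1 h at 37 °C. Luminescence was read after 15 min at room temperature.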
TDP43 rescue: qHTS of TDP-43 Inhibitors. TDP-43 expressing yeast growth rescue, BacTiter-Glo, 24 h. Potency, µM (series often up to 46.1 µM), without a hit: at the highest dose growth rescue (activation), hits mostly activators. 410,000 tested, 1.8% active; further: potency means the concentration at half of the fitted maximal effect; % of control where 0% means no effect; nearly all actives have a fitted effect of over 50% in size
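Galactose-induced TDP-43 yeast, OD600=0.02, compound pinned; 24 hr, 30 deg C; BacTiter-Glo luminescence for growth. Inhibitors of TDP-43 toxicity read as activators.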
HEK293 tox: qHTS of GLP-1 Receptor Inverse Agonists: Cytotox Screen | AID 624418, 2012 | 410,000 tested, 0.13% active | HEK293 cAMP-luciferase reporter cells, luminescence, 24 h | Potency, µM (titrated, usually from 38.3 µM), inactives show at the top dose activity change, negative = inhibition, most hits filed as inhibitors;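 further: loss of luciferase light is scored as toxicity; potency means the concentration at half of the fitted maximal effect; on the % scale 0 is the no-effect control and ±100 the full control effect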
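Here, cytotoxicity is scored as loss of luminescence. The MLSMR collection was tested on cells seeded in medium containing 10% Nu serum, with a 24 hr compound exposure preceded by 12 hours of culture.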
aSyn yeast inh: qHTS of alpha-syn Inhibitors; AID 652106, 2013; Potency, µM (series often up to 46.1 µM), without a hit: top-dose growth rescue (activation), actives largely listed as activators; 370,000 tested, 0.14% active; Yeast expressing alpha-synuclein, growth rescue, BacTiter-Glo, 24 h; further: potency means the concentration at half of the fitted maximal effect; % of control where 0% means no effect; nearly all actives have a fitted effect of over 65% in size
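Galactose-induced alpha-syn yeast (OD600=0.02, raffinose-pregrown) + pinned cpd, 24 hr, 30 deg C; growth by BacTiter-Glo luminescence. Growth restoration scores as activation.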
GLP-1R agonist: qHTS of GLP-1 Receptor Agonists; Glucagon-like peptide 1 receptor (Homo sapiens), P43220; HEK293 GLP-1R CRE-luciferase, luminescence, 4-6 h; cells express a hypersensitive GLP-1R form; Potency, µM (top dose mostly 45.6 µM), for the others: top-dose activation, actives largely listed as activators; 380,000 tested, 0.007% active; further: potency means the concentration at half of the fitted maximal effect; % of control where 0% means no effect
Target sequence (P43220 whole entry, looked up): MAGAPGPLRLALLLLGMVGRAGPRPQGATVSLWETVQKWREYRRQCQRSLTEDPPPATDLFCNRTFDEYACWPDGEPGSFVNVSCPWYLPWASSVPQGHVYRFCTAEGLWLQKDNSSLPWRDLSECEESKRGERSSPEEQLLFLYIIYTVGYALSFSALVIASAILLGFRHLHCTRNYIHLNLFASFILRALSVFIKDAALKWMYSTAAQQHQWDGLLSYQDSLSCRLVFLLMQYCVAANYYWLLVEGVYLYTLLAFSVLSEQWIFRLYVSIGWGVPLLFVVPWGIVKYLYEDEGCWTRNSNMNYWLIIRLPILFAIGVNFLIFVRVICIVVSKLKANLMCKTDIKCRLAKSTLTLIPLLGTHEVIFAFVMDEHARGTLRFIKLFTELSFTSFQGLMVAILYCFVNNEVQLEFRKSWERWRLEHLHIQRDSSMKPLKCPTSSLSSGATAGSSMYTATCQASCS
D3 antag: qHTS of D3 Dopamine Receptor Antagonist: qHTS | D3R cells, DiscoveRx beta-arrestin luminescence, antagonist mode; hits give low values | max response, negative = inhibition, % | 360,000 tested, 2.5% active | AID 652054, 2013; in the data active means max response below about -50%; inconclusive means no clear call, values can overlap the other calls; further: on the % scale 0 is the no-effect control and ±100 the full control effect; mostly tested at two doses, the higher about 12 µM
Target sequence (P35462 whole entry, looked up): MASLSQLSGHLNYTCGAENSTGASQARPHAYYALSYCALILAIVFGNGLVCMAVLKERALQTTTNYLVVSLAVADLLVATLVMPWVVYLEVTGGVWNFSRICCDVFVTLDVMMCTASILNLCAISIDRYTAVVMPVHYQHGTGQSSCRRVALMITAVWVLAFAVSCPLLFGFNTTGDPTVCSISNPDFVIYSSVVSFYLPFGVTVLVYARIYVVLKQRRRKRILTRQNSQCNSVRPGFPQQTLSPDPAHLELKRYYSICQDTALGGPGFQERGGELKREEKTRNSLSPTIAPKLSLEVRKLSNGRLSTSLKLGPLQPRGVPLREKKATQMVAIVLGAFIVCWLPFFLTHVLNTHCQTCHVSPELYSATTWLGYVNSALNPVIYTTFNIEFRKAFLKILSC
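Cells plated overnight at 1500 cells/well, then exposed to library compounds with dopamine controls for 90 minutes at 37 degrees C. DiscoveRx reagent added for 30–60 minutes at room temperature; luminescence read, quantitative HTS format.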
GLP-1R inv ag: qHTS of GLP-1 Receptor Inverse Agonists (Inhibition Mode). 410,000 tested, 1.6% active. AID 624417, 2012. HEK293 GLP-1R CRE-luciferase, luminescence, 24 h; GLP-1R form is constitutively active. Potency, µM (series often up to 38.3 µM), without a hit: at the highest dose activity change, negative = inhibition, usual class: inhibitors. Glucagon-like peptide 1 receptor (Homo sapiens), P43220; further: potency means the concentration at half of the fitted maximal effect; on the % scale 0 is the no-effect control and ±100 the full control effect; nearly all actives have a fitted effect of over 55% in size
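Inverse agonists were sought by their lowering of basal cAMP reporter luciferase output in HEK293 cells stably carrying constitutively active human GLP-1R, after 24 h compound treatment.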
KB-V1 MDR tox: qHTS assay for MDR1-selective chemotherapeutics: Primary screen using the drug-selected MDR subline cells KB-V1. 400,000 tested, 3.4% active. KB-V1 MDR cells viability, CellTiter-Glo, 72 h. AID 1347076, 2019. Potency, µM (series often up to 46.1 µM), for the others: at the highest dose activity change, negative = cytotoxicity, usual class: cytotoxic; further: potency means the concentration at half of the fitted maximal effect; on the % scale 0 is the no-effect control and ±100 the full control effect; nearly all actives have a fitted effect of over 60% in size
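In this primary screen, KB-V1 cells overexpressing P-gp are incubated with library compounds (lowest to highest concentration) for 72 h at 37 degrees C before a luminescent ATP viability read.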
D3 ag: qHTS of D3 Dopamine Receptor Agonist: qHTS; D(3) dopamine receptor (Homo sapiens), P35462; max activation, %; 410,000 tested, 0.58% active; AID 652048, 2013; D3R DiscoveRx beta-arrestin cells, luminescence, 90 min; in the data active means max activation above about 30%; further: 0% is about no effect; mostly tested at two doses, the higher about 12 µM
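Agonist mode: compounds and dopamine controls were applied to plated cells for 90 min at 37 degrees C after an overnight attachment at 1500 cells/well. Luminescent read-out followed 30 - 60 minutes at room temperature with DiscoveRx detection reagent.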
Starred values were filed as active, the others as inactive; i = inactive; ? = inconclusive; nt = no result given; [ ] = remark or other dose. Unless noted, the call rests on the fitted dose curve; in most records, active means well fitted curve in the direction sought with a large enough effect; inconclusive means small, poorly fitted or top-dose-only effect, or another doubt; inactive means no such curve, though single readings can be large; an effect the other way counts as inactive or inconclusive. The list is partial. The share of hits here may be higher or lower than overall.

SMILES	PTHR1 ag	TDP43 rescue	HEK293 tox	aSyn yeast inh	GLP-1R agonist	D3 antag	GLP-1R inv ag	KB-V1 MDR tox	D3 ag
O=C(Oc1ccc(=O)n(-c2ccccc2)n1)c1ccc(F)cc1	?	22µM*	-19%	2%	0%	85	1%	-10%	10
CC(C)Nc1nc(-c2ccccc2CO)c2sccc2n1	-22%	?	0%	-21%	25%	5	13%	0%	18
CCOC(=O)/C=C1\SCC(=O)N1CC(O)CN1C(=O)CS/C1=C/C(=O)OCC (stereo not given)	?	-27%	11%	-5%	2%	-8	4%	3%	-2
CCOC(=O)[C@]12CCCC=C1N(Cc1ccccc1)C(=O)[C@H](CC(=O)N1CCN(C(=O)c3ccco3)CC1)C2	-24%	15%	-3%	8%	nt	6	-18%	-11%	-7
CS/C(N)=N/N=C/c1ccc2c(c1)OCO2	-30%[inhibitor]	-3%	-2%	-10%	7%	12	3%	12%	4
Cc1ccsc1C(=O)NC(C)c1ccc2c(c1)OCO2 (stereo not given)	i	0%	5%	-12%	-1%	10	6%	-30%	2
COc1ccc(NC(=O)CN2CCC(C)CC2)c([N+](=O)[O-])c1	-12%	-15%	?	-11%	-4%	10	-1%	-7%	-9
Cc1cc(C)n(/C(=C\N(C)C)C(=O)c2cccc([N+](=O)[O-])c2)n1	-3%	16%	-1%	1%	2%	9	12%	1%	1
c1ccc2c(-c3ccncc3)c[nH]c2c1	i	16%	6%	0%	-5%	21	-1%	?	5
Cc1ccc2cc(CN(Cc3cccs3)Cc3nnnn3CC3CCCO3)c(=O)[nH]c2c1C (stereo not given)	i	-17%	-5%	15%	1%	-18	-6%	-5%	-27
O=C(CN1C(=O)NC2(CCCCCCC2)C1=O)NCc1cccs1	i	-8%[0.397 µM]	-16%	7%	10%	16	-17%	9%	4
CC(C)C[C@H](NC(=O)Nc1cccc(Cl)c1)C(=O)O	i	0%	2%	1%	-17%	-10	3%	?	4
CS(=O)(=O)NN1C(=O)c2ccccc2NC1c1cc2ccccc2nc1Cl (stereo not given)	i	0%	0%	-1%	-1%	-6	5%	-2%	4
CCCN1CCN(CCCNC(=O)c2cc3c(Cl)nc4ccccc4c3s2)CC1	-53%[inhibitor]	-24%	-15%	nt	10%	nt	9%	?	-12
Cc1ccc(-c2nn3c(C)nnc3c3ccccc23)cc1S(=O)(=O)NCc1ccco1	i	-18%	-16%	3%	8%	6	114%[activator]	15µM*	3
Cc1ccc(NC(=S)N/N=C/c2ccc([N+](=O)[O-])s2)cc1	-8%	24%	?	-15%	-4%	?	?	?	3
C=CCn1c(-c2cccn(Cc3cccc(Cl)c3)c2=O)n[nH]c1=S	-14%[57.5 µM]	0%	-22%	16%	6%	-25	1%	23µM*	-25
Cc1ccc(-c2nc3nc4ccccc4nc3n2Cc2ccco2)cc1	-13%[57.5 µM]	5%	-2%	5%	-13%	-17	-26%	6%	-7
CCN(C[C@H]1N[C@@](CC)(C(=O)OC)[C@H]2C(=O)N(Cc3ccccc3)C(=O)[C@@H]12)S(=O)(=O)c1ccc(C(C)(C)C)cc1	-3%	-5%	2%	1%	-2%	-3	5%	-2%	-25
CCn1c(-c2cccn(Cc3ccc(Cl)cc3Cl)c2=O)n[nH]c1=S	i	10%	13%	1%	9%	-7	-1%	?	4

3 compounds from above, sorted by count of non-hydrogen atoms, ascending:
SMILES	PTHR1 ag	TDP43 rescue	HEK293 tox	aSyn yeast inh	GLP-1R agonist	D3 antag	GLP-1R inv ag	KB-V1 MDR tox	D3 ag
O=C(CN1C(=O)NC2(CCCCCCC2)C1=O)NCc1cccs1	i	-8%[0.397 µM]	-16%	7%	10%	16	-17%	9%	4
CS(=O)(=O)NN1C(=O)c2ccccc2NC1c1cc2ccccc2nc1Cl (stereo not given)	i	0%	0%	-1%	-1%	-6	5%	-2%	4
Cc1ccc(-c2nn3c(C)nnc3c3ccccc23)cc1S(=O)(=O)NCc1ccco1	i	-18%	-16%	3%	8%	6	114%[activator]	15µM*	3

(next part)
SMILES	PTHR1 ag	TDP43 rescue	HEK293 tox	aSyn yeast inh	GLP-1R agonist	D3 antag	GLP-1R inv ag	KB-V1 MDR tox	D3 ag
COc1ccc(-n2c(SCC(=O)Nc3ccccc3)nc(O)cc2=O)cc1	i	23%	-4%	6%	-8%	0	7%	9%	3
NC(=O)c1cccc(-c2ccnc3c2CC(C(=O)NCc2ccco2)O3)c1 (stereo not given)	-5%	16%	-27%	8%	3%	?	?	-3%	-2
NC(=O)c1ccccc1N/C=C1\CCCCC1=O	-34%[inhibitor]	-20%	3%	-2%	9%	-8	3%	-12%	-3
O=C1C=CC(=O)N1Nc1ccc(Br)cc1	-2%	-23%	5%	-2%	-2%	8	0%	4%	7
CCn1cc(C2=NOC(C(=O)Nc3c(C)nn(Cc4ccc(F)cc4)c3C)C2)c(C)n1 (stereo not given)	-19%	8%	3%	-11%	9%	-9	-13%	2%	-4
C[C@H](CO)N1C[C@H](C)[C@@H](CN(C)C(=O)Nc2ccc3c(c2)OCO3)Oc2ccc(NC(=O)Nc3ccc(C(F)(F)F)cc3)cc2C1=O	19%	13%	-6%	2%	-3%	17	?	-5%	-10
CCC(C)NC(=O)C1CC(c2ccc(OC)cc2)=NO1 (stereo not given)	-9%[57.5 µM]	-6%	-6%	-7%	-13%	19	1%	-28%	-7
CC(Sc1nc(-c2ccccc2)cc(C(F)(F)F)n1)C(=O)Nc1ccc2c(c1)OCO2 (stereo not given)	-2%	22%	-6%	6%	0%	7	15%	0%	8
O=C(c1cc(-c2ccccc2)on1)N(Cc1cccnc1)C(c1ccccn1)c1nc2ccccc2[nH]1 (stereo not given)	-13%	12%	-18%	4%	-4%	0	4%	?	2
Cc1ccc(CNC(=O)C(OC(=O)c2cccs2)C(C)C)cc1 (stereo not given)	-4%	-7%	23%	12%	16%	4	?	8%	-1
CC(C)(c1cc(Br)c(O)c(Br)c1)c1cc(Br)c(O)c(Br)c1	-8%	-91%[inhibitor]	3%	-72%[inhibitor]	-3%	0	-6%	-3%	30*
Cc1cc(C)cc(-n2c(C)nc3cc(C(=O)NCc4ccccc4Cl)ccc32)c1	i	nt	?	nt	nt	nt	11µM*	-18%	-9
CN(Cc1ccccc1)S(=O)(=O)c1csc(C(N)=O)c1	i	5%	0%	2%	-5%	10	8%	-1%	2
O=C(NCCCn1ccnc1)c1ccc(Cl)cc1	-24%	-7%[1.82 µM]	-7%	-4%	8%	-10	7%	?	7
Cc1ccc(NC(=O)CSc2nnc(NC(=O)C3CC3)s2)cc1	-21%	-11%	12%	1%	-6%	30	15%	27%	3
O=C(CC(=O)Nc1cccc(F)c1)Nc1cccc(F)c1	i	0%	4%	10%	-1%	-14	?	0%	-17
Cc1ccc(CN2CCN(c3ncccn3)CC2)c(C)c1	-18%	-7%	-8%	2%	0%	-14	?	-7%	19
CN(Cc1nccn1C)C(=O)CC1C(=O)NCCN1CC(c1ccccc1)c1ccccc1 (stereo not given)	?	-31%	-17%	0%	-4%	-14	9%	-3%	-3
COC(=O)/C=C/c1c(C)[nH]c(=O)[nH]c1=O	-18%	-13%	-1%	-8%	8%	-1	26%	-15%	-2
C=CC[C@@H](CC(=O)N[C@H](CO)Cc1ccccc1)C(=O)N[C@H](COC(=O)[C@@H](CC=C)Cc1ccc(F)cc1)C(C)(C)C	-39%[inhibitor]	17%	-1%	-10%	-3%	?	-2%	0%	-3
CCc1ccc(N2CN(CCc3ccccc3)CNC2=S)cc1	-2%	0%	-22%	8%	1%	-1	?	-4%	0
CCCCOc1nnc(-c2ccc(OCC)cc2)c2ccccc12	-11%	?	-5%	nt	nt	nt	-18%	-22%	15
Cc1ccc(N2C(=O)c3oc4cc(C)c(C)cc4c(=O)c3C2c2cccc(O)c2)nc1 (stereo not given)	-2%	9%	3%	nt	nt	nt	19%	-1%	-2
CCOc1cc(NC(=O)C2CCCCC2)c(OCC)cc1NC(=O)c1ccco1	i	0%	-31%	3%	-3%	29	6%	?	2
N#C/C(=C\c1c(F)cccc1Cl)C(=O)NC1CC1	-43%[inhibitor]	13µM*	-11%	1%	-6%	1	20%	-13%	10
CCCNC(=O)N1CCN(C(=O)NCCC)CC1	i	8%	-12%	-6%	0%	10	0%	0%	-2
CC(C)CNC(=O)c1cc(-c2ccc3c(c2)OCO3)on1	-21%	9%	2%	-3%	5%	-14	?	-2%	-3
CCCOc1ccc(N2C(=O)CC(NCc3ccc(S(N)(=O)=O)cc3)C2=O)cc1 (stereo not given)	-17%	-3%	3%	3%	0%	4	13%	11%	-3
Cc1cc(NC(=O)COc2cccc(Oc3ccccc3)c2)no1	-2%[57.5 µM]	-6%	-29%	0%	-5%	-24	-21%	?	-13
CCN(CC)C(=O)c1nc[nH]c1C(=O)O[C@@H](C)c1ccccc1	-25%	-15%	15%	-10%	-1%	-12	20%	6%	2
O=C(NNc1nc2c(F)cccc2s1)C1=COCCO1	i	1%	0%[0.307 µM]	-7%	-26%	-3	8%[0.307 µM]	7%	0
O=C(Nc1cccnc1N1CCOCC1)c1ccco1	i	3%	13%	0%	1%	9	36%[activator]	25%	4
CCOC(=O)C1=C(COC(=O)c2ncc(Cl)c(Cl)c2Cl)NC(=O)NC1C (stereo not given)	-6%	-6%	17%	2%	24%	13	16%	4%	-2
Cc1cccc(Oc2sc(C(=O)c3ccccc3)c(N)c2C#N)c1	-18%	20%	-4%	4%	9%	-12	?	?	-12
COC(=O)CC(c1ccc(C(C)C)cc1)n1cccc1 (stereo not given)	i	-9%[0.397 µM]	2%	9%	32%	23	-21%	?	7
